MBD2 DNA inh – inhibitors of MBD2 binding to methylated DNA, primary screen, biochemical, TR-FRET, DNA-binding domain, human; MBD2 binding to methylated oligonucleotide; inhibition, % at 4.4 µM; hit rate 0.31% among 370,000; in the data active means inhibition above about 13%
Target sequence (Q9UBB5 whole entry, looked up, the tested form may be a part): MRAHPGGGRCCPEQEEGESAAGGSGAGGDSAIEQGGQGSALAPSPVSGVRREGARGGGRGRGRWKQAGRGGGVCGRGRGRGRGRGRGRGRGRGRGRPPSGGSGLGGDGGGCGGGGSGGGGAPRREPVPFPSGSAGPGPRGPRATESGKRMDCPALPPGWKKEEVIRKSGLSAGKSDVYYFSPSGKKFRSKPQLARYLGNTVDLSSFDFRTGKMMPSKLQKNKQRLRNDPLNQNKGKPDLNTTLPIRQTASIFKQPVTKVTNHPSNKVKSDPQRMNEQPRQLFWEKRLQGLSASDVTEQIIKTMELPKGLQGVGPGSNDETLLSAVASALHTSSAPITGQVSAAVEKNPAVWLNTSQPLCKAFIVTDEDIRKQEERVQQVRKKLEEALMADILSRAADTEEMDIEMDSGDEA
SMARCA2 act – SMARCA2 (BRM) function activators, primary screen, cell-based, luminescence, high throughput; activation, % at 9.1 µM; MG213 cells, MMTV-luciferase reporter, dexamethasone, overnight; AID 652017, 2013; hit rate 1% among 370,000; in the data active means activation above about 7.8%;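 further: 0% = vehicle wells and 100% = reference activator wells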
hcDAF-12 act – H. contortus DAF-12 nuclear receptor activators, primary screen, cell-based, luminescence, HEK293, lit1-tk-luc reporter | HEK293 hcDAF-12 lit1-tk-luc reporter; 0% DMSO, 100% Δ7-dafachronic acid | AID 652067, 2013 | activation, % at 6.8 µM | hit rate 1.4% among 370,000;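 active means activation above the mean of all tested compounds plus 3 SD, cut at about 5.5% in these data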;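 further: 100% = response to 3 µM Δ7-dafachronic acid high control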
PLC-beta3 inh – human PLC-beta3 inhibitors, primary screen, biochemical, fluorescence | inhibition, % at 12.2 µM | hit rate 0.18% among 370,000 | Purified PLC-beta3, fluorogenic substrate | 1-phosphatidylinositol 4,5-bisphosphate phosphodiesterase beta-3 (Homo sapiens), Q01970 | AID 720704, 2013; in the data active means inhibition above about 11%;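 further: 0% = median of compound wells on plate and 100% = full blocker control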
hgDAF12 agonist – H. glycines DAF-12 receptor agonists, primary screen, cell-based, luminescence, HEK293, GAL4 fusion, UAS-luciferase; Nuclear hormone receptor DAF-12 (Heterodera glycines), GAL4 fusion; HEK293 GAL4-hgDAF12 UAS-luciferase reporter, agonist luminescence; normalized to butyrate control; activation, % at 6.8 µM; hit rate 1.8% among 370,000;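 active means activation above a cutoff set at the mean of all screened compounds plus 3 SD, cut at about 10% in these data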;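 further: 0% = DMSO wells and 100% = sodium butyrate wells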
Rev-erbA mod – modulators of Rev-erb alpha DNA binding, primary screen, biochemical, FITC-DNA, fluorescence polarization, uHTS; hit rate 0.79% among 370,000; Nuclear receptor subfamily 1 group D member 1 (Homo sapiens), P20393; Rev-erbα–FITC-DNA binding, 90 min; AID 1259318, 2017; activity, % at 10 µM;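 active means activity above about 14%, limit read from the data; passing the limit was not always enough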;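 further: 0% = DMSO wells with 35 nM protein and 100% = DMSO wells with 750 nM protein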
ADAM17 inh – ADAM17 inhibitors, primary screen, biochemical, QFRET. recombinant ADAM17, EDANS/DABCYL FRET peptide cleavage. Disintegrin and metalloproteinase domain-containing protein 17 (Homo sapiens), P78536. hit rate 0.83% among 370,000. inhibition, % at 6.95 µM;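 active means inhibition above the mean of compounds lying between control limits plus 3 SD, set per campaign, cut at about 8.5% in these data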;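 further: 0% = DMSO-only wells as the low control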
DAX1 inh-1 – DAX1 (NR0B1) inhibitors on StAR promoter, primary screen, cell-based, luminescence, SF-1 (NR5A1), full-length DAX-1. AID 652010, 2013. HEK293T StAR-luciferase reporter, SF-1/DAX-1 repression relief. hit rate 1.1% among 370,000. inhibition, % at 6.8 µM;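 active means inhibition above the mean over all tested compounds plus 3 SD, cut at about 3.6% in these data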;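 further: 0% = DAX-1 cells with DMSO and 100% = cells lacking DAX-1 with DMSO; higher inhibition means more luminescence from relief of DAX-1 repression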
PLCg1 inh – PLC-gamma1 enzyme inhibitors, primary screen, biochemical, fluorescence, purified enzyme; AID 720700, 2013; 1-phosphatidylinositol 4,5-bisphosphate phosphodiesterase gamma-1 (Homo sapiens), P19174; fluorogenic substrate; hit rate 0.84% among 370,000; inhibition, % at 12.2 µM; in the data active means inhibition above about 9.5%
ssDAF-12 act – S. stercoralis DAF-12 nuclear receptor activators, primary screen, cell-based, luminescence, HEK293, GRIP1 co-expression, lit1-tk-luc. activation, % at 6.8 µM. AID 652126, 2013. HEK293 ssDAF-12/GRIP1 lit1-tk-luc reporter; % of 3 µM dafachronic acid response. hit rate 1% among 370,000. Nuclear hormone receptor DAF-12 (Strongyloides stercoralis);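 active means activation above the mean over all tested compounds plus 3 SD, cut at about 0.9% in these data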;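 further: 0% = DMSO-only wells and 100% = 3 µM delta7-dafachronic acid wells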
DAX1 inh-2 – DAX1 (NR0B1) inhibitors, primary screen, cell-based, HEK293, Gal4-DAX1, luciferase luminescence. Nuclear receptor subfamily 0 group B member 1 (Homo sapiens), P51843. HEK293 Gal4-DAX1 luciferase reporter. inhibition, % at 6.75 µM. hit rate 0.99% among 340,000. AID 504766, 2011;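 active means inhibition above the mean over all tested compounds plus 3 SD, cut at about 4.2% in these data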;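 further: 0% = DAX1-transfected cells with DMSO and 100% = empty-vector control cells with DMSO; inhibition shows as a rise in luminescence from relieved DAX1 repression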
Target sequence (P51843 207-470 limits assumed): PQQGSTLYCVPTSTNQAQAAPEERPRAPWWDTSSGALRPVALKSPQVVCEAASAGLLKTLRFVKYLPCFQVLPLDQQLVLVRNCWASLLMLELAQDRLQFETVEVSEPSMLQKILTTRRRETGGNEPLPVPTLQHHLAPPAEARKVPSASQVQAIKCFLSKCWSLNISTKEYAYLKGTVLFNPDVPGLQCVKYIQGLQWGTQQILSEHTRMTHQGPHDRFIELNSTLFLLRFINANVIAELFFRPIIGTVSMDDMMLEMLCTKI
An asterisk follows results filed as active; . = not tested or not shown.

SMILES	MBD2 DNA inh	SMARCA2 act	hcDAF-12 act	PLC-beta3 inh	hgDAF12 agonist	Rev-erbA mod	ADAM17 inh	DAX1 inh-1	PLCg1 inh	ssDAF-12 act	DAX1 inh-2
NC1=CC(=O)C(=O)c2cccnc21	-7	-7	0.3	-3	-7.0	-29	-1	-4.2	11*	-1.5	-3.9
O=C(Nc1ccc(Cl)cc1)Nc1ccc(N2CCCC2)c(S(=O)(=O)Nc2ccccc2Cl)c1	4	-2	-0.9	6	-0.6	1	-3	-0.3	-1	-1.2	-0.9
O=C(C1CCCCC1)n1ccc2ccc(-c3ccc4ccn(Cc5ccccc5)c4c3)cc21	-4	-1	-1.5	-180	0.8	7	-10	-0.4	-136	-0.9	.
CC(=O)N(c1ccccc1)C(C(=O)c1ccccc1)c1ccccc1 (stereo not drawn)	1	-3	0.0	0	-2.5	-1	-3	-1.8	-3	-1.7	0.2
Cc1ccc2cc(C)c3nnc(SCC(=O)Nc4nc5c(s4)CCCC5)n3c2c1C	-6	-4	-1.0	5	-2.0	-1	7	-1.7	4	-2.1	-0.2
CNC(=O)C1(C)CCN1C(=O)c1ccccc1CCc1ccccc1 (stereo not drawn)	0	0	-0.9	5	1.1	1	3	0.5	4	-0.9	.
CS(=O)(=O)N(CC(=O)N1CCOCC1)c1ccccc1Br	3	-1	-1.4	-4	1.4	4	-3	-1.3	3	-1.5	-0.3
Cc1cc(=O)[nH]c2ccccc12	-2	-5	0.3	-4	0.3	-3	1	-0.8	1	-1.2	-0.5
NC(=O)C1CCN(C(=O)c2ccccc2SCC(=O)NCC2CCCCC2)CC1	2	-3	0.5	-2	-0.5	2	1	-0.2	1	0.4	1.4
O=[N+]([O-])c1ccccc1/C=N/n1c(C2CCCCC2)n[nH]c1=S	-3	0	-2.7	-4	-0.8	-2	3	0.2	9	-0.8	0.4
Cc1cc(OCC(=O)Nc2cnn(CCCC(=O)O)c2)ccc1Cl	0	-2	0.6	-3	4.5	-1	-2	-0.3	-1	0.2	0.8
CCOc1c(Cl)cc(CNCc2ccncc2)cc1OC	2	-3	-2.1	-8	-3.7	0	-6	-1.5	2	-2.4	-0.4
NC(=O)c1cccc(CS(=O)(=O)c2ccc(Cl)cc2)c1	-3	-2	-0.9	-4	-2.9	1	0	-0.2	1	-1.0	0.9
C/C(=N\N1CCN(Cc2ccc(Cl)cc2)CC1)c1ccc(F)cc1	-1	-5	4.4	-1	-1.7	0	-4	-0.7	1	-1.2	4.5*
c1ccc(-c2csc(Nc3ccc4c(c3)OCO4)n2)cc1	-3	11*	17*	-2	21*	11	6	22*	0	2.6*	.
COc1ccc(Cl)cc1-n1c(C)cc(C(=O)O)c1C	1	0	-2.1	-1	-0.3	-7	-1	0.4	0	-1.6	0.3
Cc1ccc(/C=N/Nc2nc(Cl)c(Cl)cc2Cl)s1	-1	0	5.4	-20	5.0	-1	-3	0.8	-13	0.9*	4.3*
CCCCN1C(=O)C(CC(=O)NCC2CCCCC2)CC(C(=O)N2CCCCCC2)=C1C (stereo not drawn)	2	-1	0.7	7	-1.7	1	-1	-1.1	-2	-0.7	.
CCOC(=O)C1(Cc2ccccc2Cl)CCN(Cc2csc(C(C)=O)c2)CC1	10	-5	0.8	-7	1.8	-2	-2	0.4	2	-1.3	2.0
COc1cc(C2=CN(Cc3ccccc3)CCC2=O)cc(OC)c1OC	4	-1	-2.1	-2	-0.2	-2	-5	-0.1	-3	-0.9	0.0

Entries of single compounds, looked up by structure. Values in the order: MBD2 DNA inh | SMARCA2 act | hcDAF-12 act | PLC-beta3 inh | hgDAF12 agonist | Rev-erbA mod | ADAM17 inh | DAX1 inh-1 | PLCg1 inh | ssDAF-12 act | DAX1 inh-2
`CCOc1c(Cl)cc(CNCc2ccncc2)cc1OC` as listed: 2 | -3 | -2.1 | -8 | -3.7 | 0 | -6 | -1.5 | 2 | -2.4 | -0.4
`O=C(Nc1ccc(Cl)cc1)Nc1ccc(N2CCCC2)c(S(=O)(=O)Nc2ccccc2Cl)c1` as listed: 4 | -2 | -0.9 | 6 | -0.6 | 1 | -3 | -0.3 | -1 | -1.2 | -0.9

Later entries
SMILES	MBD2 DNA inh	SMARCA2 act	hcDAF-12 act	PLC-beta3 inh	hgDAF12 agonist	Rev-erbA mod	ADAM17 inh	DAX1 inh-1	PLCg1 inh	ssDAF-12 act	DAX1 inh-2
CC(=O)N1CCC(=NNS(=O)(=O)c2ccc(C)c([N+](=O)[O-])c2)CC1	2	-3	-1.0	0	1.9	-2	-2	-0.1	-3	-1.6	1.0
O=C(NCc1ccco1)C1CC(=O)N(c2ccc(Cl)cc2)C1 (stereo not drawn)	-1	0	0.1	-1	3.6	-4	2	0.1	-4	-0.6	-0.2
CCN(CC)C(=O)c1[nH]cnc1C(=O)Nc1ccc(Cl)cc1	0	-1	-0.9	0	-0.3	3	-3	0.5	3	-1.1	1.2
CCn1c(SCC(=O)N2CCc3ccccc32)nnc1-c1c[nH]c2ccccc12	-5	0	-0.3	3	0.6	-8	-5	0.8	4	-0.4	-0.2
CCCCNC(=O)c1ccc2nc(-c3ccco3)c(-c3ccco3)nc2c1	0	-4	0.9	-27	-0.8	-19	-2	-0.4	-20	-0.9	-0.4
C=CCn1c(-c2ccoc2C)n[nH]c1=S	0	-3	-0.5	-1	-0.8	1	-5	-0.3	2	-1.1	1.4
COc1ccc(C(=O)Nc2ccccc2C(=O)N/N=C/c2ccco2)cc1	-1	5	4.2	-3	7.5	1	1	1.4	-4	0.5	-2.4
O=[N+]([O-])c1ccc(N2CCN(c3ccc(Cl)nn3)CC2)cc1NC1CC1	-6	-3	-0.4	6	-0.8	-11	0	0.7	6	-1.3	-0.7
COc1cccc(CNC(=O)Cc2nc3nc(C)cc(C)n3n2)c1	-2	-1	2.3	2	-2.0	-6	-3	-0.2	2	-0.5	0.4
NC(=O)C1CCN(C(=O)CN2C(=O)c3ccccc3S2(=O)=O)CC1	0	4	-1.1	4	2.5	1	-2	-0.9	3	-1.6	0.6
S=C(NCCCc1ccccc1)Nc1ccccc1	3	-1	-1.8	-5	3.8	2	0	-2.1	2	-1.4	0.6
COCCCNC(=O)COc1ccc(-c2nccc(-c3ccccn3)n2)cc1	0	-6	-2.4	-1	-2.9	0	2	-1.5	-7	-1.9	-1.9
COc1ccc(CNC(C)C23CC4CC(CC(C4)C2)C3)c(OC)c1OC (stereo not drawn)	-3	-2	-0.7	2	1.7	0	0	-0.4	1	-1.4	-2.0
O=C(CSc1ccc([N+](=O)[O-])cn1)Nc1ccccc1N1CCOCC1	-7	-2	-2.0	-1	-0.8	1	0	-3.2	-1	-0.9	1.1
c1cncc(CNC2CCCc3ccccc32)c1 (stereo not drawn)	1	4	-0.2	3	-2.5	-7	0	0.4	5	-1.1	-0.3
Cc1nc(SCC(=O)NC2CCCCC2)[nH]c(=O)c1C	3	3	-0.5	-8	0.9	1	2	0.4	0	0.2	-1.1
O=C(CCn1nnc2ccccc21)N/N=C\Cc1ccccc1	2	0	-1.0	1	0.6	0	-1	-0.1	0	-1.3	0.2
CCOC(=O)C1(CCOc2ccccc2)CCN(Cc2cccc(OC)c2)CC1	2	-1	-2.2	-12	-0.1	-5	1	-0.4	2	-1.6	-0.2
CCC(C)[C@H](NC(=O)NCc1ccc(Cl)cc1)C(=O)O (stereo partly drawn)	-5	-5	-0.7	-2	1.0	1	-7	0.0	0	-1.0	1.8
COc1ccc(-c2ccccc2)cc1NC(=O)C1(C)CCN1C(=O)C(C)C (stereo not drawn)	2	-7	-0.7	-3	0.2	-3	0	-2.0	2	-1.1	.
CC(=O)N1c2ccccc2N=C(c2ccc(C(F)(F)F)cc2)C1C(=O)NC(C)C (stereo not drawn)	-3	-6	2.1	-254	1.2	-5	-11	0.8	-207	0.3	.
O=C(Nc1nc(-c2ccc(-c3ccccc3)cc2)cs1)C1CCCO1 (stereo not drawn)	1	0	-1.7	-18	0.1	3	-8	-1.0	-10	-1.9	-1.6
CN(Cc1nccs1)C(=O)c1ccc2nc(Cc3ccccc3F)oc2c1	1	3	1.9	-12	9.9	3	-3	3.1	-2	0.5	1.0
CCOC(=O)[C@@H]1[C@H]2COc3ccc(Br)cc3[C@@H]2N2C(=O)N(c3ccc(Br)cc3)C(=O)[C@]12C	0	1	-0.1	2	-2.0	-3	-1	0.8	0	-1.2	0.1
COc1ccc(C2NC(=S)NC3=C2CCc2ccccc23)cc1OC (stereo not drawn)	-6	-4	-1.9	-33	1.4	5	0	-0.2	-24	-0.8	0.9
Cc1ccc(NC(=O)N(Cc2ccc3c(c2)OCO3)Cc2cc3cc4c(cc3[nH]c2=O)OCCO4)cc1	3	-5	-0.3	0	0.5	5	-4	-0.5	-3	-1.1	1.3
CCOc1ccc(CNC(=O)C2CCC(=O)N2C2CCCC2)cc1OC (stereo not drawn)	-2	-2	-0.8	-1	0.7	-1	-5	-0.2	2	-1.7	-1.0
Cc1cc(C)cc(NC(=O)C(=O)NCCCN2CCCC2=O)c1	2	4	5.8*	-2	5.6	-4	3	7.1*	4	0.3	1.7
NNC(=S)Nc1ccc(S(=O)(=O)N2CCOCC2)cc1	-1	3	-1.4	-25	1.8	-1	-6	0.0	-12	-1.3	-1.3
Cc1nn(C)c(C)c1S(=O)(=O)N1CCCC(C(=O)N2CCN(c3ccccc3)CC2)C1 (stereo not drawn)	-2	0	1.2	4	-4.8	-6	-1	-0.4	0	-0.9	0.4
COc1ccc(C(C(=O)NC2CCCC2)N(C(=O)c2ccco2)c2cc3c(cc2C(C)=O)OCO3)cc1OC (stereo not drawn)	-8	0	-0.3	-4	-0.3	4	-4	0.5	-2	-1.3	2.9
CCN(CC)CCN1C(=O)c2cccc3cc(N)cc(c23)C1=O	14*	11*	7.6*	-198	-0.1	11	-3	-0.3	-138	-0.1	-1.5
COc1ccc(N2CCN(c3nc4cc(C)ccc4cc3C=O)CC2)cc1	1	-3	3.4	-20	3.9	7	-1	-0.2	-16	-0.6	-0.1
Cn1c(=O)nc2n(Cc3ccccc3)c3ccccc3cc-2c1=O	-7	0	2.0	-356	-1.0	-5	-316	-0.8	-329	-0.5	-0.3
Nc1ccc(-c2nc3cc([N+](=O)[O-])ccc3o2)cc1	0	1	5.7*	-126	24*	4	-16	2.5	-84	0.7	5.7*
O=C(NCC(=O)N(c1ccccc1F)C(C(=O)NC1CCCC1)c1cccnc1)c1ccco1 (stereo not drawn)	7	-1	-0.4	-8	0.9	-4	-3	0.3	2	-1.1	0.8

Not a hit list; 7.4% or so of the library scored in one or more.
